HSP90 inh: HSP90 inhibitors, primary screen, cell lysate, luminescence. AID 1789, 2009. Rabbit reticulocyte lysate, luciferase refolding luminescence, 3 h. inhibition, % at 5.6 µM. 290,000 compounds, 0.91% hits. Heat shock protein HSP 90 (rabbit reticulocyte lysate; luciferase refolding);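 active = inhibition above the screen-wide mean plus 3 SD, computed separately per campaign, cut at about 16% in these data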;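 note: 0% = DMSO wells and 100% = 60 µM geldanamycin wells; inhibitors lower the luminescence because luciferase stays unfolded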
IEC-6 tox: cytotoxicity in IEC-6 intestinal epithelial cells, primary screen, cytotoxicity control for KLF5 inhibitor project, cell-based, luminescence; IEC-6 cytotoxicity, luminescence viability; inhibition, % at 5 µM; 290,000 compounds, 0.78% hits; in the data active = inhibition above about 22%;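 note: 0% = plate median of test compound wells and 100% = cytotoxic reference compound wells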
aSyn 5UTR inh: MLPCN primary screen, SNCA 5' untranslated region | alpha-synuclein 5'UTR reporter, inhibitor activity | inhibition, % (tested at 7.5 µM) | 300,000 compounds, 0.82% hits; in the data active = inhibition above about 60%; inconclusive = no clear call, values can overlap the other calls;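 note: H4 neuroglioblastoma cells stably carrying SNCA 5'UTR luciferase fusion; 0% = DMSO wells and 100% = positive control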
HSF1 inhib: HSF1 inhibitors in luciferase reporter cells, primary screen, cell-based, NIH3T3, luminescence; NIH3T3-HGL HSE-luciferase, MG132-induced, luminescence 8 h; active compounds read low; AID 2098, 2009; 300,000 compounds, 0.77% hits; activity change, negative = inhibition, % at 7.5 µM (by protocol);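 active = more than half of replicate wells show activity change below -50%, luminescence cut by over half; inconclusive = some wells, but at most half, below -50%; inactive = no replicate well below -50%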;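 note: luciferase reports HSF-1 transcriptional activity via heat shock element; 0% = median of DMSO wells and -100% = zero luminescence signal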
GSK3beta inhib: human GSK3beta kinase inhibitors, primary screen, biochemical, cell-free homogeneous, HTS. Glycogen synthase kinase-3 beta (Homo sapiens), P49841. GST-GSK3beta kinase, ADP-Glo luminescence, 60 min; active compounds read low. activity score (negative = inhibition), % at 10 µM. 300,000 compounds, 0.038% hits;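 active = more than half of replicate wells score below -50%, meaning over 50% inhibition versus plate controls; inconclusive = some replicates but at most half score below -50%; inactive = no replicate scores below -50%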;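 note: 0% = median DMSO wells and -100% = median GW8510 positive control wells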
Target sequence (P49841 whole entry, looked up): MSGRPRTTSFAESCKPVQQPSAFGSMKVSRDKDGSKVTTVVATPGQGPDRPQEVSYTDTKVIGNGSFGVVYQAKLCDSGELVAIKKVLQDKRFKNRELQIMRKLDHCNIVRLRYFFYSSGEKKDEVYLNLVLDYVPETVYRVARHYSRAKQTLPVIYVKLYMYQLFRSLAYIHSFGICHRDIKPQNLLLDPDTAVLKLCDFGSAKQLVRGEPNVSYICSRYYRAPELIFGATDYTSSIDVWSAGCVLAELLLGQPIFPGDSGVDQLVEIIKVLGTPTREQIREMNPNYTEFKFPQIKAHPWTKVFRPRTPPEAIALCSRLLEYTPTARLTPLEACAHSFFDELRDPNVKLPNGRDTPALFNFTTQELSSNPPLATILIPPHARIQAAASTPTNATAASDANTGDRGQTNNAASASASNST
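Assay system: GST-fused GSK3beta enzyme, cell-free / Medium: Tris pH 7.5 buffer with MgCl2, DTT, BSA, heparin / Also added: peptide substrate plus 25 µM ATP (final) / Compound: 10 µM single point / Timing: kinase reaction with compound 60 min at room temperature / Detection: ADP-Glo luminescence / Benchmarks: DMSO neutral wells and GW8510 at 20 µM as positive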
HSF-1 act: HSF-1 activators, primary screen, NIH3T3-HGL cells, MG132 stress, luminescence, single point | NIH3T3-HGL HSF-1 luciferase reporter, 8 h; 100% = twice DMSO control signal | activation, % at 9 µM | 300,000 compounds, 1.7% hits | AID 504408, 2011;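 active = mean replicate activation of at least 50% with a set share of replicates each reaching 50%; inconclusive = only one of those two conditions met; inactive = mean below 50% and too few replicates reaching it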;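 note: 0% = median of the neutral control wells and 100% = twice that signal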
KLF5 inhibitor: KLF5 expression inhibitors, primary screen, DLD-1 cells, luminescence; DLD-1 KLF5 promoter-luciferase reporter; inhibition, % at 5 µM; AID 1700, 2009; 290,000 compounds, 0.23% hits;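 active = inhibition above a per-plate limit of that plate's mean compound inhibition plus 3 SD, cut at about 60% in these data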;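 note: 0% = DMSO wells and 100% = LY294002 at 200 µM; higher means less KLF5 promoter-driven luciferase light; inactives centre near -14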
AI-2 QS mod: Vibrio harveyi AI-2 quorum sensing modulators, primary screen, JMH597 strain, luminescence/OD600 ratio. Vibrio harveyi JMH597 AI-2 luminescence/OD600 ratio, 9 h; active compounds read low; strain lacks LuxN and CqsS sensors; 0 = neutral-control median. activity change, % at 7.5 µM. 300,000 compounds, 0.4% hits; in the data active = activity change below about -75%, passing the limit was not always enough; inconclusive = no clear call, values can overlap the other calls;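 note: luminescence divided by OD600 gain over 9 h not by final OD600 alone; inactives centre near 13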
GSK3A inh: blockers of GSK3A enzyme activity – biochemical, luminescence, cell-free homogeneous, HTS, primary screen; inhibition, % at 10 µM; Glycogen synthase kinase-3 alpha (Homo sapiens), P49840; 320,000 compounds, 0.1% hits; AID 2650, 2010; GSK-3 alpha kinase, ADP-Glo luminescence, 60 min;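 in the data active = inhibition above about 50%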;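 note: GST-tagged GSK-3 alpha with peptide substrate and 25 µM ATP; 0% = DMSO neutral wells and 100% = GW8510 positive control wells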
Target sequence (P49840 whole entry, looked up): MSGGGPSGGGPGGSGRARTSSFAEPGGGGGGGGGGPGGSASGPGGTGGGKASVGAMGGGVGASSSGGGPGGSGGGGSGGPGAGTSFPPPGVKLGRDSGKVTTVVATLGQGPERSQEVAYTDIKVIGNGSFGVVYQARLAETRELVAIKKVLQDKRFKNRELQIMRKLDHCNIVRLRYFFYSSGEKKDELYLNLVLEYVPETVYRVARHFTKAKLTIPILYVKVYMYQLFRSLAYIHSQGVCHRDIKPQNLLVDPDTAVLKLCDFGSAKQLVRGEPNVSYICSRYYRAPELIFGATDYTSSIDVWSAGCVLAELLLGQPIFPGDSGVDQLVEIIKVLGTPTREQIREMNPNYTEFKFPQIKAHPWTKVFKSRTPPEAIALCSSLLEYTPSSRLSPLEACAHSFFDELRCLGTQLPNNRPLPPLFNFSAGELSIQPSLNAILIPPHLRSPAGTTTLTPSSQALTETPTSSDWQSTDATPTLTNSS
HIF act: HIF pathway transcriptional activators, primary screen, cell-based, U2OS HRE-luciferase, luminescence; activation, % at 7.5 µM (by protocol); AID 1910, 2009; U2OS HRE-luciferase reporter; normalized: DMSO 0%, desferrioxamine 100%; 300,000 compounds, 0.32% hits;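 active = mean activation of at least 10% of the iron chelator positive control signal, with at least half of replicates also reaching 10%; inconclusive = mean and replicate majority disagree about reaching 10%; inactive = mean and most replicates under 10%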
Active calls of the source: *; u = inconclusive; x = not tested or not shown; & = joins results of further samples.

SMILES | HSP90 inh | IEC-6 tox | aSyn 5UTR inh | HSF1 inhib | GSK3beta inhib | HSF-1 act | KLF5 inhibitor | AI-2 QS mod | GSK3A inh | HIF act
CCOC(=O)c1cn(CC(=O)Nc2cccc(Cl)c2C)nn1 | -1 | -2 | 10 | -9 | 0 | -2 | -10 | 24 | -2 | -0.5
CCOC(=O)c1c(C)[nH]c(C)c1C(=O)CSc1nnc(-c2ccc(OC(F)F)cc2)o1 | 2 | -2 | 9 | -8 | 5 | -8 | -12 | -6 | -6 | 1.0
COc1ccc(CN2CCc3ccc(NC(=O)c4ccncc4)cc3C2)c(F)c1 | 1 | -2 | -9 | -4 | 1 | -8 | -30 | 11 | 4 | 0.2
Cc1c(C(=O)N2CCN(c3ccccc3)CC2)sc2ncnc(N3CCN(c4ccccn4)CC3)c12 | -3 | -3 | 5 | -6 | 1 | 20 | -39 | 31 | -2 | 0.2
COc1ccc(-c2nnc(SCC(=O)Oc3ccc(C)cc3)o2)cc1 | 8 | -2 | -2 | -6 | 4 | -6 | -57 | 19 | 0 | -0.7
O=C(CN1C(=O)C2C3C=CC(C3)C2C1=O)Nc1ccc(S(=O)(=O)Nc2nccs2)cc1 (stereo unspecified) | 1 | -1 | 2 | -4 | 0 | 11 | -24 | 28 | 0 | -0.2
O=C(N/N=C\c1cc2c(cc1Cl)OCO2)c1cccs1 | -4 | 7 | -67 | 21 | 0 | 12 | -66 | 20 | 0 | 2.1
COc1ccccc1C1NC(=O)c2ccccc2O1 (stereo unspecified) | 0 | -5 | -4 | 4 | 1 | 3 | -19 | 13 | 0 | -6.6
COc1ccc(C(=O)NCc2cnn(C)c2)cc1OC1CCN(C(C)C)CC1 | -6 | -5 | 10 | 0 | 3 | 12 | -28 | 10 | 4 | -0.5
CC(C)CN(C(=O)C(C)N1C(=O)c2ccccc2C1=O)c1c(N)n(Cc2ccccc2)c(=O)[nH]c1=O (stereo unspecified) | x | x | -1 | -3 | -3 | 9 | x | 17 | 0 | 0.1
Cc1ccc(S(=O)(=O)n2nc(OC(=O)c3cccc(F)c3)cc2N)cc1 | 1 | 1 | 14 | 3 | 1 | -5 | 8 | 3 | -2 | -0.3
O=C(CCc1ccccc1)NC(NC(=S)Nc1ccc(Br)cc1)C(Cl)(Cl)Cl (stereo unspecified) | 7 | 0 | 20 | -5 | -6 | -18 | -20 | 10 | -5 | x
CC(C)c1ccc(NC(=O)CCCC(=O)NCCc2ccccc2)cc1 | -2 | -5 | 9 | 1 | 0 | 4 | -62 | 9 | 0 | 2.2
CCC(C)/C(C)=N/NC(=O)C1COc2ccccc2O1 (stereo unspecified) | 4 | -4 | 8 | x | 0 | x | -3 | 2 | 2 | 0.4
Fc1ccc(-c2nnc(Cc3nnc(-c4ccc(F)cc4)o3)o2)cc1 | 3 | -1 | 8 | 4 | 2 | -1 | 8 | 24 | 0 | -0.4
CCn1c(C(C)NC(=O)c2ccccc2C)n[nH]c1=S (stereo unspecified) | 4 | 3 | -1 | -7 | 0 | 1 | 1 | 14 | 0 | -0.2
O=C(CSc1nccn1Cc1ccccc1)Nc1ccccc1 | 3 | 3 | -17 | 14 | -3 | 18 | -3 | -6 | 1 | 1.0
Cc1ccccc1-c1nnn(CC(=O)N2CCN(S(=O)(=O)c3ccc(Cl)cc3)CC2)n1 | 4 | -2 | 23 | 1 | 1 | 12 | -12 | 16 | 0 | 0.4
O=C(NCCC1CCCCN1S(=O)(=O)c1ccccc1)C(=O)NCc1ccco1 (stereo unspecified) | x | x | 1 | 0 | 1 | -3 | x | 27 | x | -0.1
CSc1ccccc1-n1nnnc1SCC(=O)NCc1cccs1 | 1 | 4 | 10 | 20 | -2 | u | -7 | 5 | -1 | -0.1
CC(=O)Nc1nc2n(n1)C(c1ccccc1)C=C(c1ccccc1)N2 (stereo unspecified) | 3 | 3 | -9 | -2 | -1 | 12 | 0 | 22 | 1 | 0.0
O=C(CNC(=O)c1ccc(Cl)cc1)N/N=C/c1cccnc1 | 0 | 2 | 8 | -4 | -2 | 16 | -2 | 14 | -1 | 0.0
COc1ccc(CCNc2nc(-c3sc(C)nc3C)cs2)cc1OC | -7 | 1 | 18 | 5 | 0 | 1 | -19 | 13 | -2 | 0.0
CC(Oc1cccc(Cl)c1)C(=O)Nc1cc(Cl)ccc1N1CCOCC1 (stereo unspecified) | x | x | 27 | 14 | -4 | 11 | x | 20 | 0 | -0.9

Whole records, looked up by structure:
Profile of O=C(NCCC1CCCCN1S(=O)(=O)c1ccccc1)C(=O)NCc1ccco1 (stereo unspecified) = HSP90 inh = x; IEC-6 tox = x; aSyn 5UTR inh = 1; HSF1 inhib = 0; GSK3beta inhib = 1; HSF-1 act = -3; KLF5 inhibitor = x; AI-2 QS mod = 27; GSK3A inh = x; HIF act = -0.1
Profile of CCn1c(C(C)NC(=O)c2ccccc2C)n[nH]c1=S (stereo unspecified) = HSP90 inh = 4; IEC-6 tox = 3; aSyn 5UTR inh = -1; HSF1 inhib = -7; GSK3beta inhib = 0; HSF-1 act = 1; KLF5 inhibitor = 1; AI-2 QS mod = 14; GSK3A inh = 0; HIF act = -0.2
Profile of CCC(C)/C(C)=N/NC(=O)C1COc2ccccc2O1 (stereo unspecified) = HSP90 inh = 4; IEC-6 tox = -4; aSyn 5UTR inh = 8; HSF1 inhib = x; GSK3beta inhib = 0; HSF-1 act = x; KLF5 inhibitor = -3; AI-2 QS mod = 2; GSK3A inh = 2; HIF act = 0.4

(list continues)
SMILES | HSP90 inh | IEC-6 tox | aSyn 5UTR inh | HSF1 inhib | GSK3beta inhib | HSF-1 act | KLF5 inhibitor | AI-2 QS mod | GSK3A inh | HIF act
COc1cc(NC(=O)CCCC(=O)OCC(F)(F)C(F)F)nc(OC)n1 | 1 | -2 | 19 | -4 | 1 | -11 | -15 | 9 | -2 | x
Cc1cc(=O)n2nc(N3CCCC(C(=O)N4CCN(c5ccccc5)CC4)C3)sc2n1 (stereo unspecified) | 4 | -2 | 9 | -3 | 3 | 2 | 6 | 2 | -1 | 0.2
COc1ccc(NS(=O)(=O)c2ccc(NS(=O)(=O)c3cccs3)cc2)c(OC)c1 | -2 | -3 | 20 | -14 | x | 7 | 15 | x | -3 | -8.5
Cc1onc(NC(=O)c2ccc([N+](=O)[O-])o2)c1Br | 4 | 46* | -56 | 36 | 3 | 52* | -3 | u | -2 | 0.8
CC(=O)Nc1cccc(/C(C)=N/Nc2nc3ccccc3s2)c1 | -5 | -5 | -224 | 37 | 1 | 46 | -23 | -30 | -2 | 3.3
COCCCn1c(SCC(=O)Nc2ccc(C(=O)OC)cc2)nc2ccccc2c1=O | -1 | -1 | 33 | -1 | 1 | 12 | -27 | 7 | -3 | 0.0
Cc1ccc(OCCn2c(NC(=O)c3ccco3)nc3ccccc32)cc1 | 3 | -2 | 67* | -1 | -3 | 0 | -16 | 6 | 5 | 0.0
Cn1cc([N+](=O)[O-])c(C(=O)N/N=C/c2ccc3c(c2)OCO3)n1 | -3 | -9 | -14 | 3 | -4 | 20 | -24 | 34 | 2 | 0.1
COc1ccc(C2CC(c3c(-c4ccccc4)c4cc(Cl)ccc4[nH]c3=O)=NN2C(=O)CCC(=O)O)cc1 (stereo unspecified) | 5 | 4 | 10 | 2 | -4 | -9 | 5 | 10 | -4 | -0.2
COc1c(Cl)cnn(-c2cccc(C)c2)c1=O | -4 | 3 | -7 | -1 | 2 | 8 | -20 | 3 | 2 | -1.4
COc1ccccc1C(=O)NNC(=O)C12CC3CC(CC(C3)C1)C2 | 4 | -6 | 26 | -5 | -2 | 1 | -24 | 27 | -2 | -0.1
COc1cc(Cl)c(C)cc1NC(=O)CSc1ccccc1 | 3 | 6 | -13 | -2 | -3 | 20 | 33 | 17 | -1 | 0.2
COc1ccc(/C(O)=C2\C(=O)C(=O)N(CC3CCCO3)C2c2cc(OC)ccc2OC)cc1 (stereo unspecified) | -3 | 0 | 11 | -7 | -3 | -3 | -5 | 20 | -5 | -0.4
COc1ccc(-c2oc3ncn(CCN4CCOCC4)c(=N)c3c2-c2ccc(OC)cc2)cc1 | -1 | -6 | 74* | -6 | 0 | 1 | 3 | 15 | 0 | -3.3
COc1ccc(OC)c(NC(=O)CSc2nnc(Cc3cccn3C)n2-c2ccc(F)cc2)c1 | 0 | -4 | 0 | 1 | 0 | -4 | 1 | 2 | x | -0.2
Brc1ccc2[nH]c3nc(SCCN4CCOCC4)nnc3c2c1 | 4&2 | 3&3 | 11&-1 | 8&1 | -1&1 | 30&-6 | -40&-20 | 15&17 | -1 | -0.5&-0.3
CCC(C)(C)n1nnnc1CN1CCN(C(c2ccccc2)c2ccccc2)CC1 | 1 | 6 | 4 | -5 | -1 | -7 | -4 | 27 | -1 | -1.0
Oc1ccc(/C=N/Nc2cccc3cccnc23)c(O)c1 | 5 | -1 | -405 | 58 | 0 | 85* | -30 | 17 | -2 | 4.1
CCN(CC)CCOC(=O)c1ccc(NC(=O)c2ccc(Cl)c(S(=O)(=O)N3CCCCCC3)c2)cc1 | 1 | -3 | -19 | 1 | 2 | -7 | 19 | -11 | -3 | 0.2
Cc1ccc(S(=O)(=O)C(C#N)c2nc3ccccc3nc2OCCO)cc1 (stereo unspecified) | 1 | -2 | 16 | 14 | 2 | 11 | -7 | 10 | -13 | -0.2

Compound activity: PubChem BioAssay, several laboratories
